Glyco luc inh: blocks N-linked glycosylation in D54 reporter cells; D54 ERlucT glycosylation luciferase reporter, 24 h; percent of 100 nM tunicamycin response; reporter increase, % at 12.5 µM; 0.23% of 360,000 active; AID 588692;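 active means mean luciferase reporter signal, scaled so untreated is 0 and the glycosylation-blocking control 100, at or above a set limit in every replicate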;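 further: luciferase carries N-glycosylation sites so blocking glycosylation raises the light; 0% = median of neutral control wells and 100% = median of 100 nM tunicamycin wells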
ABCB6 inh MLPCN: human ABCB6 transporter inhibition | 0.19% of 360,000 active | K562-ABCB6 porphyrin accumulation, flow cytometry, 1 h; stronger effect = lower value | Q9NP58 | fluorescence ratio to DMSO, % at 10 µM;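 active means fluorescence ratio to DMSO below 75%, the collection mean minus 3 SD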;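 further: signal is porphyrin accumulated inside mitochondria; 100% equals median channel fluorescence of DMSO control wells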
aDG glyco act: increases alpha dystroglycan glycosylation. Pro5-aDG cells, alpha-DG glycosylation AlphaScreen (IIH6); 0% Pro5, 100% B10-LARGE cell signal. activation, % at 10 µM. 0.22% of 360,000 active. AID 624168;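 active means activation of at least 8% versus controls, or a plate z-score of at least 8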;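 further: Pro5 are CHO cells carrying HIG-tagged alpha-DG that lacks glycosylation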
MC4R antagonist: antagonists of human melanocortin 4 receptor (MC4R) | MC4R-expressing cells, MTII-stimulated cAMP, LANCE TR-FRET | inhibition, % at 6.5 µM | 0.48% of 360,000 active | P32245;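 active means inhibition above its plate's cutoff, the mean of tested wells on that plate plus 3 SD, cut at about 29% in these data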;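 further: 0% = Melanotan II alone and 100% = Melanotan II plus saturating MCL0020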
Target sequence (P32245 whole entry, looked up): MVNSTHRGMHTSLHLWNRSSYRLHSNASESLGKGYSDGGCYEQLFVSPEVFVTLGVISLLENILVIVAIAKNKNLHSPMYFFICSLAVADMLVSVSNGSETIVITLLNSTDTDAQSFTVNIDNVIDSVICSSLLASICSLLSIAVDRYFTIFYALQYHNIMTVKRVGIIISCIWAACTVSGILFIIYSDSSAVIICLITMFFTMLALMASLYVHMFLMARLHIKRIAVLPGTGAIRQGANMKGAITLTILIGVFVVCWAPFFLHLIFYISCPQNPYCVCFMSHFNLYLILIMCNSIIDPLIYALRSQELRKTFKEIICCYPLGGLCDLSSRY
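Assay system: U2OS cells stably expressing human melanocortin 4 receptor (MC4R) / Dosing: 6.5 µM / Timing: compound 30 min, challenge 1 h, detection 1 h / Measured by: Eu-cAMP/anti-cAMP TR-FRET, emission 671 nm / Replicates: singlicate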
hiPSC survival: increases survival of single human iPS cells; hiPSC single-cell survival, ATPlite luminescence; 100% = ROCK inhibitor wells, 0% = DMSO; survival enhancement, % at 20 µM; 0.044% of 360,000 active; AID 602274; in the data active means survival enhancement above about 18%;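 further: cells exposed to compounds for 16 hours before the ATP read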
HTR2A ag: activates the mouse 5-HT2A serotonin receptor | CHO-K1 mHTR2A beta-arrestin complementation, luminescence; percent of 30 µM serotonin response | activation, % at 7.6 µM | 0.66% of 360,000 active;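 active means activation above a run cutoff, the mean activation of all tested compounds plus 3 SD, cut at about 14% in these data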;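 further: 0% = plate median of compound wells and 100% = 30 µM serotonin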
Target sequence (P35363 whole entry, looked up): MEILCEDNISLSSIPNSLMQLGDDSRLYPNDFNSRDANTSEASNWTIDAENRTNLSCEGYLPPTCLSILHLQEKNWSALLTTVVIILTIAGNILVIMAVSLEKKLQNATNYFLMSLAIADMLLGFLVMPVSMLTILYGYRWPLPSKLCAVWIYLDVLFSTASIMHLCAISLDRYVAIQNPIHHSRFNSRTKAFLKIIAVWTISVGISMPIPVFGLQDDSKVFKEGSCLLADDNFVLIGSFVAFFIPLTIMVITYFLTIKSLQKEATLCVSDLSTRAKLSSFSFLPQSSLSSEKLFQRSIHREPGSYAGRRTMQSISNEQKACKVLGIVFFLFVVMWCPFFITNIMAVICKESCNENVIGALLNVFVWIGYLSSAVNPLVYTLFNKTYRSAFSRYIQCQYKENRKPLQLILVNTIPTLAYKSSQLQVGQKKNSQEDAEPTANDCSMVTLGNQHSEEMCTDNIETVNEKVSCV
Exocytosis inh: blocks lytic granule exocytosis; inhibition, % at 10 µM; 0.66% of 360,000 active; AID 651702; TALL-104 LAMP-1 surface exposure, flow cytometry; cells stimulated with thapsigargin and PMA;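 active means inhibition above about 55%, limit read from the data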
MC4R barr agon: agonists of human melanocortin 4 receptor (MC4R) beta-arrestin | AID 540308 | U2OS MC4R beta-arrestin complementation, luminescence; percent of melanotan II response, DMSO zero | 0.98% of 360,000 active | P32245 | activation, % at 8.9 µM;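 active means activation above a per-plate cutoff, the mean activation of sample wells on that plate plus 3 SD, cut at about 8% in these data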
H9c2 protect: modulators protecting cardiomyocytes from myocardial damage; H9c2 cardiomyocytes, H2O2 injury protection, ATPLite, 2 h; protection from H2O2 cell death, % at 20 µM; 0.63% of 360,000 active; AID 588492;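 active means compounds giving at least 50% protection of heart cells from peroxide-induced death in the single-dose screen, raw or plate-pattern-corrected value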;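 further: 0% = DMSO wells with peroxide and 100% = DMSO wells without peroxide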
ABHD5 PLIN5 PPI: inhibitors of human ABHD5-perilipin-5 interaction. AID 602281. Q00G26+Q8WTS1. Split G. princeps luciferase complementation, luminescence, 4 h. 0.78% of 360,000 active. inhibition, % at 4 µM;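 active means inhibition above the mean inhibition across every tested compound plus 3 SD, cut at about 22% in these data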;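 further: 0% = DMSO only wells and the 100% control is not disclosed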
* = called active by the depositor.

Under each structure – hiPSC survival, Exocytosis inh, H9c2 protect, aDG glyco act, MC4R antagonist, MC4R barr agon, Glyco luc inh, HTR2A ag, ABCB6 inh MLPCN, ABHD5 PLIN5 PPI
[1] COCC(=O)N1CCC(Oc2cccc(C(=O)NCc3ccccn3)c2)CC1
→ -0.1, 0, -3, -0.1, 13, 0.0, 0, 3, 95, 2
[2] COc1ccc(OC)c(S(=O)(=O)N2CCC(C(=O)NCc3ccc4c(c3)OCO4)CC2)c1
→ 0.5, -1, 2, -0.6, 18, -3.0, -3, -4, 97, -3
[3] CSCC[C@H](NC(=O)COc1ccc(Cl)cc1)c1nc2ccccc2[nH]1
→ 1.3, -3, 2, -0.1, 17, 0.6, 3, -3, 105, 2
[4] N#CC1=C(N)Oc2cc(O)c(Cl)cc2C1c1ccccc1F (stereo unspecified)
→ -0.6, -10, -7, 0.0, 1, 2.6, 1, -3, 103, -7
[5] O=C(Nc1cccc(O)c1)c1cc2nc(-c3ccccc3)cc(-c3ccccc3)n2n1
→ 1.5, -3, 17, 0.1, 16, 12*, -3, -1, 83, -5
[6] CCN(CC(=O)Nc1ccc(OC)cc1)C(=O)c1ccc([N+](=O)[O-])cc1
→ -0.2, -2, 3, 0.3, -4, -0.1, 1, 3, 101, -3
[7] CCCCCOC(=O)C1=C(C)NC(=O)NC1c1ccccc1 (stereo unspecified)
→ -0.8, -15, -2, 0.0, 8, 2.9, -1, 2, 99, -5
[8] O=C(NCCc1c[nH]c2ccccc12)C1CCC(=O)N(CCc2cccc(F)c2)C1 (stereo unspecified)
→ 0.3, -3, -6, -0.1, -3, 0.1, 0, 6, 106, -9
[9] C[N+](C)(C)CC(=O)N1CCN(c2ccc3ccccc3n2)CC1
→ 0.0, 8, 4, 0.0, 5, -1.1, 3, 1, 99, 2
[10] CNC(=O)C[C@H]1C(=O)N(CCc2ccccc2)C[C@@H]1Cc1ccccc1
→ -0.6, 10, -1, 0.1, 2, -0.8, 1, -7, 105, -7
[11] COc1ccc2oc(C(=O)OCC(=O)N(C)Cc3ccccc3)c(C)c2c1
→ -0.5, 2, 1, -0.1, -3, -4.1, 0, -3, 99, -4
[12] O=C(CN1CCN(Cc2ccccc2)CC1)NCC1COc2ccccc2O1 (stereo unspecified)
→ -0.7, -2, -4, 0.0, -5, -1.2, -1, -2, 103, 1
[13] COc1ccc(S(=O)(=O)N2CCOC2CNC(=O)C(=O)NCCc2c[nH]c3ccccc23)cc1C (stereo unspecified)
→ 1.3, 9, -10, -0.1, 1, 1.0, -3, 0, 87, -9
[14] Cc1ccc(S(=O)(=O)N(C)c2ccc(OC(=O)c3ccc(N4CCCC4=O)cc3)cc2)cc1
→ 0.7, -3, -5, -0.1, 7, 0.9, 2, 3, 95, 10
[15] O=C(NCCc1cccs1)C12CN(Cc3ccccc3)CC1C(c1cccc([N+](=O)[O-])c1)=NO2 (stereo unspecified)
→ -0.9, -3, -11, 0.1, 2, -1.1, -3, -5, 94, 11
[16] Cc1nnsc1C(=O)NC1CCCc2c1cnn2-c1ccc(C(C)(C)C)cc1 (stereo unspecified)
→ -0.4, 4, -12, 3.0, 6, -3.5, -2, 14*, 97, -5
[17] Cc1c(Cl)cnc(NC(=O)COC(=O)c2cc3c(s2)CCC(C)C3)c1Cl (stereo unspecified)
→ 5.3, 0, -19, -0.4, 3, 3.7, 0, 8, 98, -6
[18] CCCCNC(=O)c1ccc2c(=O)n(CCCOCC)c(=S)[nH]c2c1
→ 2.1, -3, 4, -0.2, 1, 0.0, 0, 2, 93, 3
[19] O=C(CSc1ccc(Cl)cc1)N1CCN(c2c(Cl)cccc2[N+](=O)[O-])CC1
→ -1.6, 0, -16, 0.0, 3, -0.9, -3, 0, 94, 3
[20] NS(=O)(=O)c1ccc(CCNC(=O)Cc2ccc(Cl)cc2)cc1
→ -0.7, 43, 3, -0.1, -5, 0.4, -1, 1, 99, -4
[21] Cc1ccc(Cn2c(-c3nonc3N)nc3ccccc32)cc1
→ 3.2, 1, -12, -0.1, -1, 4.9, 1, -5, 97, -2
[22] Cc1ccc(C(=O)Nc2cc(Cl)ccc2N2CCCCC2)s1
→ -0.5, -2, -16, -0.1, 4, -0.3, -1, 0, 96, -13
[23] CCCn1c(SCC(=O)NCc2ccccc2)n[nH]c1=O
→ -0.6, -2, -4, -0.5, -2, -1.8, 0, -1, 93, 0
[24] Cc1cc(N2CCCN(C)CC2)nc2cc(Cl)ccc12
→ -2.0, -1, 5, 0.7, 2, -0.2, 1, -2, 90, 15
[25] CCn1cc(C(=O)NCCCN2CCN(C)CC2)c(=O)c2cc(S(=O)(=O)N3CCc4ccccc4C3)ccc21
→ -0.6, -4, 2, -0.2, 12, -0.9, 2, -4, 99, 3
[26] COc1ccc(-c2nc(CS(=O)CC(=O)NCc3ccc4c(c3)OCO4)c(C)o2)cc1OC (stereo unspecified)
→ -0.7, 8, 10, -0.2, 15, 1.4, 4, 4, 97, 8
[27] CC(=O)Nc1ccc(S(=O)(=O)N2CCCN(c3nc(C)cc(C)c3C#N)CC2)cc1
→ 0.0, -9, 2, -0.1, 20, -1.6, -1, 6, 101, -2
[28] C[C@H](CO)N1C[C@H](C)[C@H](CN(C)S(=O)(=O)c2cccc(F)c2)Oc2ncc(-c3cccc(C(=O)N(C)C)c3)cc2C1=O
→ 6.1, -4, -6, -0.1, 11, 0.1, 3, -4, 105, -2
[29] COc1ccc(/C(N)=N/OC(=O)CSc2ccc(C)cc2)cc1
→ 4.6, 5, -10, 0.0, 5, -1.1, 3, -1, 99, 2
[30] Cc1ccc(N(CC(=O)NCc2ccc(Cl)cc2)S(C)(=O)=O)cc1
→ 1.1, 15, -4, 0.0, 4, 0.7, -2, -1, 105, -5
[31] CNC(=S)N1N=C(c2ccc(OC)cc2)CC1c1ccccc1Cl (stereo unspecified)
→ -0.5, -10, 0, 0.0, 3, 1.0, 2, -2, 97, 5
[32] CCOC(=O)C(=O)c1c(-c2ccc(C)cc2)nc2ccccn12
→ 0.0, -5, 0, 0.4, 6, 0.4, 3, 1, 106, -5
[33] O=C(O)CCN1C(=O)c2ccccc2Sc2ncccc21
→ -0.8, -3, 1, 0.0, 0, -1.1, 6, -1, 96, 4
[34] COc1ccc(NC(=O)C2Cc3c(-c4ccc5c(c4)OCO5)ccnc3O2)cn1 (stereo unspecified)
→ -2.1, 4, -4, 0.2, -24, 2.2, 16, 4, 95, 10
[35] CC[C@@]12C(=O)N(c3cccc(Cl)c3)C(=O)N1[C@H](c1ccc(Br)cc1)[C@@H]1C(=O)N(C(C)(C)C)C(=O)[C@@H]12
→ 3.6, -2, -3, -0.1, 8, 1.5, -3, -1, 97, -5
[36] O=C(COC(=O)Cc1ccc(Cl)cc1)Nc1cc(S(=O)(=O)N2CCOCC2)ccc1N1CCCC1
→ -1.2, 5, -4, -0.1, 22, -1.3, 0, -1, 100, 1
[37] Cc1nnc(SCC(=O)NC2CCCC(C)C2C)n1N (stereo unspecified)
→ 2.8, 5, 4, -0.1, 1, -2.3, 1, 0, 98, -2
[38] CCN(CC(=O)Nc1ccc(NC(C)=O)cc1)C(=O)c1ccccc1SCc1c(C)noc1C
→ -0.2, 4, 6, 0.3, -1, -2.0, 6, -7, 97, -3
[39] O=C(COc1ccccc1[N+](=O)[O-])NCCCN1CCCC1=O
→ 0.0, -2, 12, 0.9, 3, -2.3, 3, 4, 95, 5
[40] COc1ccc(-c2cc(C(=O)Nc3cccnc3Cl)no2)cc1
→ 0.7, -10, -5, -0.1, 4, 1.9, 1, 4, 97, -2
[41] CN(CC(=O)N1CCN(c2ccccn2)CC1)S(=O)(=O)c1ccc(Br)cc1
→ 0.4, 2, 5, 0.2, 2, 0.2, -1, 2, 105, 3
[42] N#CCC(=O)N/N=C/c1cn(Cc2ccc3ccccc3c2)c2ccccc12
→ 0.2, -21, -2, -0.1, -11, 11*, 11, 2, 92, 3
[43] CCN(CC(=O)N1CCc2ccccc2C1)S(=O)(=O)c1ccc2ccccc2c1
→ -1.8, 4, -3, 1.3, 8, -1.2, 1, -8, 96, -2
[44] O=C(COC(=O)/C=C/c1ccccc1Cl)NCc1ccco1
→ 2.1, 3, -3, 0.7, 12, 1.2, -1, 1, 97, 3
[45] O=C(COc1ccc(Cl)cc1Br)Nc1ccccc1N1CCCC1
→ -0.6, 5, -8, 0.0, 5, 4.5, -4, -16, 100, -4
[46] Cc1cc(OCC(=O)N2CCN(c3ccccn3)CC2)c(C)cc1Br
→ 0.0, 50, 2, -0.1, -8, -3.0, 1, 4, 93, -2
[47] CCN(CC)CCNC(=O)/C(=C\c1cccn1C)NC(=O)c1cccs1
→ 1.2, 0, 0, -0.2, 5, -1.7, 0, -2, 89, -6
[48] COc1ncccc1-c1nnn(-c2ccc(C)cc2)n1
→ -1.3, 6, -24, -0.1, -1, -0.3, -6, 10, 98, -2
[49] CCOc1ccc(N2CC(C(=O)Nc3nnc(CC)s3)CC2=O)cc1 (stereo unspecified)
→ 0.0, 2, -3, 0.2, 3, -1.1, 3, 2, 101, -5
[50] O=C(NCCC1=CCCCC1)c1cc(COc2ccc(F)cc2Cl)on1
→ -0.3, 4, -8, 0.1, 7, 3.8, 0, 7, 97, -8
[51] NC(=O)NC(=O)CSc1nc2sc(-c3ccccc3)cc2c(=O)n1-c1ccccc1
→ -0.4, -1, -6, -0.1, 14, -1.7, -6, -1, 96, 2
[52] Cc1ccc(NC(=O)c2ccc(S(=O)(=O)NCC3CCCO3)cc2)cc1C (stereo unspecified)
→ 0.6, 7, -8, 0.1, 1, 0.3, -2, 0, 97, -6
[53] O=C(N/C(=C/c1cccc([N+](=O)[O-])c1)C(=O)N1CCCC1)c1ccccc1
→ -0.6, -2, 5, 0.1, 8, -0.2, 2, 3, 97, -3
